miR122 inh: inhibitors of miR-122 in Huh7 cells. Huh7 miR-122 Renilla luciferase sensor, 48 h; neutral wells = 0, positive control = 100. activation (reporter increase), % at 12.5 µM. hit rate 0.3% among 340,000;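 active = mean replicate activation score at least 90 and every replicate individually at or above 90; inconclusive = only one of the two criteria met; inactive = neither criterion met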;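 note: higher luciferase means less miR-122 activity so hits act as miR-122 inhibitors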
PAX8 reporter: lowers PAX8-driven luciferase in RMG-I cells; RMG-I TPO-luciferase reporter, SteadyGlo, 24 h; AID 652154; inhibition, % at 12.6 µM; hit rate 1.2% among 360,000;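 active = mean replicate inhibition at least 60% with every replicate also reaching 60%; inconclusive = only one of the two criteria is met; inactive = mean below 60% and not all replicates reaching 60%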;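 note: luciferase light reporting Pax8 driven TPO promoter activity; plate controls were median of neutral control wells for no effect and mitoxantrone controls for full effect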
INS-1E GSIS act: GLuc luminescence reporter in INS-1E cells, primary screen for activators of glucose-dependent secretion of insulin; INS-1E GLuc reporter insulin secretion, 2-3 h; activation, % at 16.6 µM; hit rate 0.61% among 370,000; AID 743287;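 active = lowest replicate activation of at least 40%, so every replicate reaches that level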;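 note: 0% = median of neutral control wells and 100% = median of IBMX positive control wells; some compounds called inactive have numbers as strong as hits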
DENV2 CPE rescue: inhibitors of DENV2 cytopathic effect. DENV2-infected cells, cytopathic effect rescue, plate reader. CPE inhibition, % at 9.99 µM. hit rate 1.7% among 350,000. AID 651640; in the data active = CPE inhibition above about 20%, passing the limit was not always enough; inconclusive = no clear call, values can overlap the other calls; tested in BHK-21 cells;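 note: 0% = median of neutral control wells and 100% = median of positive control wells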
F508del corr: CFTR F508del correction in bronchial cells; activity (quench increase), % at 7.58 µM; hit rate 0.36% among 350,000; CFBE cells, YFP halide quenching; stimulated with forskolin plus potentiator P3; % fluorescence drop versus neutral controls;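 active = mean added fluorescence quench of at least 8% versus neutral control, with both replicates also reaching 8%; inconclusive = only one of the mean or replicate conditions met; inactive = mean below 8% and not both replicates reaching 8%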;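 note: cells transiently co-express mutant CFTR-F508del with the halide-sensitive YFP; corrector assay measuring rescue of mutant channel to the surface after 24 h compound exposure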
FN deposition inh: fibronectin deposition inhibition; AH1F fibroblasts, Alexa488-fibronectin deposition fluorescence, overnight; inhibition, % at 12.6 µM; hit rate 0.086% among 350,000;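 active = mean inhibition across replicates of 30% or more, regardless of how many single replicates reach that level; inconclusive = mean under 30% yet at least half of replicates reach 30%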;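 note: positive control wells lacked labelled fibronectin entirely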
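test system = AH1F fibroblasts assembling fluorescent fibronectin matrix | quantity = 10000 AH1F cells per well | buffer or medium = DMEM plus 2% serum, read in PBS | doses = single dose, pinned | incubation = 1 h cell attachment, overnight exposure to compound and label | detection = fluorescence at 485 nm excitation, 525 nm emission | read-out basis = inhibition from reduced deposited-fibronectin fluorescence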
EWS-Fli inh: EWS/Fli transcriptional activity inhibition | A673 NR0B1-luciferase reporter, viability-normalised | inhibition, % at 12.6 µM | hit rate 0.67% among 350,000;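 active = mean inhibition of at least 50% after viability correction, with every replicate also passing that limit; inconclusive = mean reaches 50% but only one of two replicates passes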;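 note: firefly luciferase signal divided by Alamar Blue viability fluorescence both relative to DMSO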
* marks the source's active call; other numbers are inactive results; u = inconclusive; x = no result given; [ ] = remark or other dose.

SMILES	miR122 inh	PAX8 reporter	INS-1E GSIS act	DENV2 CPE rescue	F508del corr	FN deposition inh	EWS-Fli inh
CN(C)S(=O)(=O)N1CCN(S(=O)(=O)c2ccc3ccccc3c2)CC1	-5	x	0	x	0.7	x	0
COc1ccc(NC(=O)N(C)C[C@H]2OCCCC[C@H](C)Oc3ccc(NC(=O)NC(C)C)cc3C(=O)N([C@@H](C)CO)C[C@@H]2C)cc1	2[16.7 µM]	-2	17	0	1.0	x	3
CSc1ccc(S(=O)(=O)NCC(=O)OCC(=O)NCCc2ccccc2)cc1[N+](=O)[O-]	2	15	11	17	-3.4	1	7
CCCOc1ccc(C(=O)CCC(=O)OC(C)C(=O)Nc2ccc(NC(C)=O)cc2)cc1 (centres undefined)	x	-31	-5	0	-2.6	-2	1
COc1ccccc1C#Cc1ccc([C@@H]2[C@@H](C#N)N(C(=O)C3CCCCC3)[C@@H]2CO)cc1	x	3	3	u	2.9	7	1
COCCn1c(C)cc(O)c(C(=O)Nc2cccc(Cl)c2)c1=O	-4	-2	-12	8	-0.5	3	-5
C[C@H]1CN([C@@H](C)CO)C(=O)CCCn2cc(nn2)CO[C@H]1CN(C)S(=O)(=O)c1ccccc1F	69[16.7 µM]	x	1	-2	-0.1	-7	-3
O=CN1CCN(C(C(=O)NC2CCCC2)c2ccc(Cl)cc2)CC1 (centres undefined)	1	22	x	x	x	2	x
CC1(CCc2ccccc2)NC(=O)NC1=O (centres undefined)	-7	-8	1	0	-3.0	1	5
C/C(=N\NC(=O)c1cccc(N2CCCC2=O)c1)c1ccc(N)cc1	x	0	9	x	4.0	-2	-18
Cc1ccc(SCCc2cc[n+](CC(=O)c3ccccc3)cc2)cc1	x	-35	14	-8	2.1	x	-3
CCOC(=O)C1CCN(C(=O)CCn2c(=O)oc3ccccc32)CC1	-19	13	x	-8	0.1	-4	-6
O=c1[nH]c2ccc(NS(=O)(=O)c3ccc([N+](=O)[O-])cc3)cc2[nH]1	-2	7	-8	2	-1.0	8	0
Cc1ccc(OCC(=O)NCCNC(=O)c2ccco2)cc1C	0	-3	9	-2	-3.3	-2	-10
O=C(NCC[C@@H]1CC[C@@H](NC(=O)c2ccccc2F)[C@H](CO)O1)c1cnccn1	x	-2	1	x	1.2	-13	3
O=C1c2ccccc2/C(=C\c2ccc3[nH]ccc3c2)N1c1ccccc1	4	7	-5	7	0.4	4	-48
CC(C)CNS(=O)(=O)c1ccc(CCC(=O)N2CCN(Cc3ccccc3)CC2)cc1	6	16	x	x	x	-4	x
CC(=O)N1CCCc2cc(S(=O)(=O)N3CCCC(C)C3)ccc21 (centres undefined)	5	15	24	-1	-0.7	4	x
COc1cccc(C(=O)NNC(=O)c2ccccc2-n2cccc2)c1	x	9	12	5	1.3	6	-1
CCC(Cc1ccccc1)NS(=O)(=O)c1ccc2c(c1)NC(=O)CS2 (centres undefined)	14	21	-12	-3	0.6	-1	x
COc1ccc(S(=O)(=O)N[C@H]2C=C[C@@H](CC(=O)N3CCN(c4ccccc4)CC3)O[C@H]2CO)cc1	x	1	2	4	3.9	x	2
CC1=C(C(=O)N(C(C)C)C(C)C)CC(CC(=O)NCc2cccc3ccccc23)C(=O)N1Cc1ccc(C(C)(C)C)cc1 (centres undefined)	-8	31	-17	4	0.5	2	1
CC=Cc1ccc2n(c1=O)C[C@@H]1[C@@H](CO)[C@H](C(=O)NCCc3cn(C)cn3)N(C(=O)C3CC3)[C@H]21 (mixture of isomers)	-3[16.7 µM]	x	9	6	-0.8	x	5
Brc1ccc(CN2CC[C@H]3C=CCc4cccc(c43)C2)cc1	x	8	-4	4	3.0	3	-7
O=S1(=O)CC(N2CCSCC2)CN1Cc1cn(Cc2cccc(C(F)(F)F)c2)nn1 (centres undefined)	x	-9	2	3	1.3	-2	-10
Cc1ccc([C@H]2C[C@@H](O)[C@H](n3cc(C4CC4)nn3)CN2C(=O)c2cccs2)cc1	20	13	7	0	-2.5	2	9
NC(CCc1ccccc1)c1csc(NC(=O)NCC2CCCCC2)n1 (centres undefined)	-5	-15	-3	-1	4.6	-10	-3
COc1ccc(NC(=O)Nc2ccc3c(c2)C(=O)N([C@H](C)CO)C[C@H](C)[C@@H](CN(C)C(=O)CCC(F)(F)F)OCCCC[C@H](C)O3)cc1	1[16.7 µM]	-4	-4	u	-0.9	x	3
O=C(NC1CCC1)[C@@H]1[C@@H](CO)[C@@H]2Cn3c(ccc(C4=CCCC4)c3=O)[C@H]1N2C(=O)c1ccccc1	2[16.7 µM]	x	-10	5	0.2	x	7
CCNC(=O)C[C@H]1C=C[C@@H](NS(=O)(=O)c2ccc(F)cc2)[C@H](CO)O1	16[16.7 µM]	-7	13	1	-1.2	7	2
O=c1cnnc(Nc2cccc(F)c2)[nH]1	1	15	2	-1	-0.9	0	9
COc1cccc(OCC(=O)NNC(=O)c2ccc3ccccc3c2)c1	-9	5	20	-2	-3.2	3	-12
O=C(NCc1ccc(F)cc1)c1ccc2c(=O)n3c(nc2c1)CCCCC3	-2	16	1	-1	-1.1	5	9
C=CCNC(=O)CN1C(=O)NC(C)(c2ccc(OC)cc2)C1=O (centres undefined)	x	-6	-1	15	-3.7	-2	2
O=C(NCCCn1ccnc1)C1CCCN(S(=O)(=O)c2cc(Cl)ccc2Cl)C1 (centres undefined)	2	16	-2	4	3.0	-5	6
C[C@H]1CN([C@@H](C)CO)C(=O)c2c(c3ccccc3n2C)-c2ccccc2CO[C@H]1CN(C)C(=O)c1cc(Cl)cc(Cl)c1	x	12	1	14	1.9	12	6
[N-]=[N+]=NCc1ccccc1C[C@]1(C(=O)NCCN2CCOCC2)COC(c2ccc(OCCCO)cc2)=N1	x	-4	x	11	1.8	x	9
O=C(NC(N1CCOCC1)C(Cl)(Cl)Cl)c1ccc(Br)cc1 (centres undefined)	x	-67	3	x	-0.1	6	3
COCCN(C(=O)COC(=O)C1(c2ccccc2)CC1)c1c(N)n(CC(C)C)c(=O)[nH]c1=O	1	4	14	0	-1.0	1	-5
CC(=O)Oc1ccc([N+](=O)[O-])cc1N1C(=O)c2ccccc2C1=O	1	-12	-13	2	x	-1	x
COc1cc2[nH]c(O)c(C=O)c2cc1OC	-1	-1	x	19	0.1	1	0
COc1ccc(N2C(=NC(=O)C3CC3)SC3CS(=O)(=O)CC32)cc1Cl (centres undefined)	-4	-8	13	3	0.2	14	x
CO[C@@H]1CC[C@H]2CCN(C)C(=O)[C@@H](C)[C@H](OC)CN(C)C(=O)c3cccc(C#N)c3OC[C@@H]1O2	x	-1	-12	-2	-0.5	1	-16
C=CCOn1c(=O)c(-c2ccc(Br)cc2)[n+]([O-])c2ccccc21	x	14	5	6	4.0	3	-9
CCOC(=O)CCC(=O)Nc1ncnc2c1C(c1ccccc1)c1c(ccc3ccccc13)O2 (centres undefined)	x	7	-8	-8	-0.8	0	-9
Cc1cccc(CCNC(=O)CC2C(=O)NCCN2Cc2ccc(F)c(F)c2)n1 (centres undefined)	0	-3	13	-1	-1.7	-3	2
Cc1cc(C)n2nc(C(=O)OCC(=O)NNC(=O)c3ccccc3)nc2n1	-3	-4	x	-1	-4.2	7	2
CCCCC(=O)NC(c1ccccc1Cl)c1ccc2cccnc2c1O (centres undefined)	-16	85*	-2	0	2.7	-20	29
CCCCc1c(-c2ccccc2OC)ncn1Cc1ccc(C(C)(C)C)cc1	x	72*	x	4	3.8	-1	62*
CC(=O)c1cccc(NC(=O)CC(C)n2ccnc2)c1 (centres undefined)	x	15	10	9	-0.5	2	5
O=C(NNC(=O)c1cccc(S(=O)(=O)N2CCc3ccccc32)c1)c1ccccc1	x	22	-30	0	0.3	-3	-11
C[C@H]1CN([C@@H](C)CO)C(=O)c2cccc(NS(=O)(=O)c3ccccc3)c2O[C@H]1CN(C)C(=O)Nc1ccc(C(F)(F)F)cc1	24[16.7 µM]	-8	-20	1	0.9	x	-1
CCCC(=O)Nc1ccc2c(c1)C(=O)N(C)C[C@@H](OC)[C@H](C)CN(Cc1nccs1)[C@H](C)CO2	x	-5	2	-1	-2.1	-20	3
Cc1cc(/C=C2/SC(=O)NC2=O)c(C)n1-c1ccc(N2CCOCC2)cc1	-1	20	-32	x	x	-8	x
O=C(COC(=O)c1ccc2ccccc2c1O)NCC(F)(F)F	10	21	39	10	-1.7	-5	11
COc1ccccc1NC(=O)N(C)C[C@@H]1Oc2cc(Br)ccc2S(=O)(=O)N([C@@H](C)CO)C[C@H]1C	3[16.7 µM]	1	-14	-1	-1.4	9	-7

Filtered by structure, the entries above containing an aryl methoxy group
SMILES	miR122 inh	PAX8 reporter	INS-1E GSIS act	DENV2 CPE rescue	F508del corr	FN deposition inh	EWS-Fli inh
COc1ccc(NC(=O)N(C)C[C@H]2OCCCC[C@H](C)Oc3ccc(NC(=O)NC(C)C)cc3C(=O)N([C@@H](C)CO)C[C@@H]2C)cc1	2[16.7 µM]	-2	17	0	1.0	x	3
COc1ccccc1C#Cc1ccc([C@@H]2[C@@H](C#N)N(C(=O)C3CCCCC3)[C@@H]2CO)cc1	x	3	3	u	2.9	7	1
COc1cccc(C(=O)NNC(=O)c2ccccc2-n2cccc2)c1	x	9	12	5	1.3	6	-1
COc1ccc(S(=O)(=O)N[C@H]2C=C[C@@H](CC(=O)N3CCN(c4ccccc4)CC3)O[C@H]2CO)cc1	x	1	2	4	3.9	x	2
COc1ccc(NC(=O)Nc2ccc3c(c2)C(=O)N([C@H](C)CO)C[C@H](C)[C@@H](CN(C)C(=O)CCC(F)(F)F)OCCCC[C@H](C)O3)cc1	1[16.7 µM]	-4	-4	u	-0.9	x	3
COc1cccc(OCC(=O)NNC(=O)c2ccc3ccccc3c2)c1	-9	5	20	-2	-3.2	3	-12
C=CCNC(=O)CN1C(=O)NC(C)(c2ccc(OC)cc2)C1=O (centres undefined)	x	-6	-1	15	-3.7	-2	2
COc1cc2[nH]c(O)c(C=O)c2cc1OC	-1	-1	x	19	0.1	1	0
COc1ccc(N2C(=NC(=O)C3CC3)SC3CS(=O)(=O)CC32)cc1Cl (centres undefined)	-4	-8	13	3	0.2	14	x
CCCCc1c(-c2ccccc2OC)ncn1Cc1ccc(C(C)(C)C)cc1	x	72*	x	4	3.8	-1	62*
COc1ccccc1NC(=O)N(C)C[C@@H]1Oc2cc(Br)ccc2S(=O)(=O)N([C@@H](C)CO)C[C@H]1C	3[16.7 µM]	1	-14	-1	-1.4	9	-7
